Screens: PubChem BioAssay, several laboratories
RGS4 pot: potentiators or activators of RGS4; HEK293 M3R/inducible RGS4, carbachol calcium flux Fluo4; active compounds read low; B-score at 10 µM; 310,000 tested, 0.92% active; AID 463111;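 active means B-score of the integrated calcium signal more than 4 SD below the library mean, with starting fluorescence not abnormally high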;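 further: negative B-score means reduced calcium response which marks RGS4 activation or potentiation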
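Material: M3R-expressing HEK293 line, RGS4 induced by doxycycline | Schedule: Overnight RGS4 induction, 30 min dye load 37 °C, 20 min compound RT | Measured by: Fluo4 fluorescence kinetic imaging of calcium | Read-out: Integrated calcium ratio converted to B score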
TRPC6 inh: inhibitors of mouse TRPC6 channel | Q61143 | HEK293-TRPC6, membrane potential dye, ACh-evoked depolarization; active compounds read low | B-score at 10 µM | 310,000 tested, 1.1% active;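 active means B-score under library mean minus 3 SD, initial fluorescence not abnormally high, positive integrated signal ratio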;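 further: B-score derived from integrated fluorescence ratio over the kinetic read; more negative B-score means stronger inhibition of depolarization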
SKKanGAS inh: blocks kanamycin growth of S. pyogenes SKKanGAS strain; BacTiter-Glo, 6 h; inhibition, % at 7.5 µM; 300,000 tested, 1.3% active; AID 1662;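 active means mean replicate score, as percent of positive control median, at least 50; inconclusive means mean below 50 but one replicate at or above 50; inactive means mean and every replicate below 50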;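 further: strain carries kanamycin resistance gene driven by streptokinase promoter and grows in 40 µg/ml kanamycin; loss of luminescence reflects streptokinase promoter inhibition or plain growth inhibition; 0% = median of DMSO wells and 100% = positive control at its reference dose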
TRPC6 act: mouse TRPC6 channel activation; Q61143; HEK293-TRPC6 membrane potential dye fluorescence; active compounds read high; B-score at 10 µM; 310,000 tested, 0.13% active; AID 2550;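 active means B-score of the integrated fluorescence ratio above library mean plus 3 SD, and starting fluorescence ratio within library mean plus 5 SD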;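 further: higher score means more depolarization so channel activation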
Platelet DG rel: platelet dense granule release activity; human platelet-rich plasma, SFLLRN dense granule ATP release, luminescence; inhibition, %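 (compounds screened at 7.5 µM in platelet-rich plasma)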; 300,000 tested, 0.22% active;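 active means mean replicate score, as percent of positive control, at or above 50; inconclusive means mean below 50 but at least one replicate at or above 50; inactive means mean and every replicate below 50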
MrgX1 ag: human MrgX1 receptor agonism, primary screen; MrgX1-HEK293 cells, Fluo-4 calcium fluorescence, agonist mode; active compounds read high; AID 588627; B-score at 10 µM; 310,000 tested, 0.44% active; Q96LB2;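 active means calcium response B-score plate-corrected fluorescence ratio at least 3 library SD, with starting fluorescence B-score inside 5 SD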
Target sequence (Q96LB2 whole entry, looked up): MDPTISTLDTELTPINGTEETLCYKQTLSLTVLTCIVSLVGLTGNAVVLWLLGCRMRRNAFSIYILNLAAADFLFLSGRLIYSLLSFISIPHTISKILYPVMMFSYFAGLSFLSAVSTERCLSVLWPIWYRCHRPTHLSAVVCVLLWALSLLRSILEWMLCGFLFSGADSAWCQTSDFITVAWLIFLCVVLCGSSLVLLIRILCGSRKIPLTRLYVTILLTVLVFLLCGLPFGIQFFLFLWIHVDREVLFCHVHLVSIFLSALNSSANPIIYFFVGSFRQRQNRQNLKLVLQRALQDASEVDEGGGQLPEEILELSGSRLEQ
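Test system: HEK293 cells stably expressing human MrgX1 receptor; amount: 15,000 cells per well; doses: compound delivered in addition one of three; times: overnight plating before 1 h dye loading; detection: Fluo-4 NW calcium-flux fluorescence, kinetic read; read-out basis: B-scored fluorescence response ratio; controls: positive and negative controls per plate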
MrgX1 antag: antagonists of human MrgX1 receptor | Q96LB2 | 310,000 tested, 1.3% active | AID 588676 | B-score at 10 µM | MRGX1-HEK293 calcium flux, Fluo-4, BAM8-22 antagonism; active compounds read low;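 active means calcium-response B-score plate-corrected more than 3 library SD below zero, starting fluorescence within 5 deviations, no agonist response on first addition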;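 further: peak minus trough fluorescence over baseline after final BAM8-22 challenge near maximal dose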
RGS4 block: human RGS4 inhibition | HEK293 M3R/RGS4 inducible, Fluo-4 calcium flux; active compounds read high; triggered by carbachol at its EC20 | 310,000 tested, 0.45% active | P49798 | B-score at 10 µM;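 active means B-score, a plate-corrected calcium signal, over three deviations above library mean, with baseline fluorescence within five deviations of library mean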;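 further: RGS4 expression induced by doxycycline in cells with stable M3 receptor; B-score is computed from the integrated fluorescence ratio over baseline after carbachol; higher B-score means a larger calcium signal and so more RGS4 inhibition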
Target sequence (P49798 whole entry, looked up): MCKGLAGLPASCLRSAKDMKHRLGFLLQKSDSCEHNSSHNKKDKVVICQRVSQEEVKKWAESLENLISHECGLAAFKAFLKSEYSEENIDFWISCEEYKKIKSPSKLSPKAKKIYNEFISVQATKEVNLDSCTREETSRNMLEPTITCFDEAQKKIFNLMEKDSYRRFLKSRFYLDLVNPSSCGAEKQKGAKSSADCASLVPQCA
HIF act: HIF pathway transcriptional activation; U2OS HRE-luciferase reporter, luminescence; normalized: DMSO 0%, desferrioxamine 100%; activation, % at 7.5 µM (by protocol); 300,000 tested, 0.32% active; AID 1910;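 active means mean activation of at least 10% of the iron chelator positive control signal, with at least half of replicates also reaching 10%; inconclusive means mean and replicate majority disagree about reaching 10%; inactive means mean and most replicates under 10%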
TRPC4 block: TRPC4 (mouse) channel inhibition | HEK293 TRPC4beta/mu-opioid, DAMGO-evoked Fluo4 calcium flux; active compounds read low | B-score at 10 µM | 300,000 tested, 0.39% active | AID 2247;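 active means B-score over 3 SD under the library average, no early fluorescence shift, positive overall ratio signal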
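Assay system: HEK293 cells with stable TRPC4beta plus mu-opioid receptor expression. Dosing: single dose. Measured by: Fluo4 Ca2+ flux fluorescence. Also added: DAMGO in two steps, submaximal then maximal. Read-out: B score from integrated Fluo4 fluorescence ratio.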
MrgX1 allo act: human MrgX1 positive allosteric modulation, primary screen; B-score at 10 µM; Q96LB2; MrgX1-HEK293, Fluo-4 calcium flux, FDSS; active compounds read high; 310,000 tested, 0.63% active; AID 588675;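 active means plate-corrected calcium response at least 3 library SD above typical, normal starting fluorescence, not activating the receptor alone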;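 further: compound read alongside a low EC10 to EC30 dose of BAM8-22 agonist; peak minus trough fluorescence over baseline measured at the second addition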
* marks the source's active call; other numbers are inactive results; i = inactive; ? = inconclusive; / = no result given.

Every second line gives: RGS4 pot	TRPC6 inh	SKKanGAS inh	TRPC6 act	Platelet DG rel	MrgX1 ag	MrgX1 antag	RGS4 block	HIF act	TRPC4 block	MrgX1 allo act
COc1ccc(/C=N/OCC(=O)OCC(=O)N(C)c2ccccc2)cc1
→ i	i	21	i	1	i	i	i	0.0	i	i
CCc1nnc(NC(=O)CSc2nnc(Cc3ccc(OC)cc3)o2)s1
→ i	i	1	i	4	i	i	i	-1.1	i	i
O=C(NCCS(=O)(=O)N1CCN(c2ccccc2F)CC1)C1CC(=O)N(c2ccc(F)cc2)C1 (centres undefined)
→ i	i	?	i	5	i	i	i	456*	i	i
COC(=O)c1c(NC(NC(C)=O)C(Cl)(Cl)Cl)sc2c1CCCC2 (centres undefined)
→ i	i	-16	i	-16	i	i	i	0.7	i	i
COc1ccc2c(c1)CC/C(=C/c1ccco1)C2=O
→ i	i	3	i	14	i	i	i	0.5	i	i
Cc1cccn2c(=O)c(/C=N/O)c(N3CCCC3)nc12
→ i	i	-5	i	-2	i	i	i	-0.2	-8*	i
O=S(=O)(c1ccccc1)N(CC(O)CN1CCCC1)c1ccccc1 (centres undefined)
→ i	i	1	i	-7	i	i	i	-0.8	i	i
Cn1ccs/c1=N\S(=O)(=O)c1ccc(Br)cc1
→ i	i	4	i	-5	i	i	i	0.4	i	i
COc1ccc(OC)c(Nc2ncnc3sccc23)c1
→ i	i	2	i	-2	i	i	i	0.6	i	i
CCCN1C2=NCCN2c2ccccc21
→ i	i	-1	i	/	i	i	i	/	i	i
Cc1nc2cc(Nc3ccncc3)ccc2s1
→ i	i	-8	i	56*	i	i	i	0.0	i	i
CCOC(=O)c1sc(NCc2ccco2)c(-c2nc3ccccc3s2)c1N
→ i	i	2	i	-11	i	i	i	1.4	i	i
COc1ccc(N(C)C(=O)C2CCN(S(=O)(=O)c3cccc4nsnc34)CC2)cc1
→ i	i	-3	i	-1	i	i	i	-0.2	i	i
O=C(c1cc(F)cc2c1OCOC2)N1CCN(c2ccc(F)cc2)CC1
→ i	i	-6	i	8	i	i	i	0.2	i	i
COc1ccc(S(=O)(=O)N(CCc2ccccc2)CC(=O)O)cc1OC
→ i	i	3	i	-4	i	i	i	0.2	i	i
COC(=O)c1cccc(NC(=O)CCNC(=O)c2ccc([N+](=O)[O-])cc2)c1
→ i	i	1	i	-5	i	-7.8*	i	-1.8	i	i
CCc1ccc(NCc2cc3c(C)nn(-c4ccccc4)c3[nH]c2=O)cc1
→ i	i	7	i	4	i	i	i	0.4	i	i
Cc1nc(-c2ccc(Cl)cc2)sc1C1(C)CC(c2ccncc2)=NO1 (centres undefined)
→ i	i	5	i	0	i	i	i	1.7	i	i
Clc1ccc(-c2ccnc(-n3cccc3)n2)s1
→ i	i	-4	i	-2	i	i	i	0.2	i	i
CCc1nc2ccc(C(=O)N3CCN(c4cccc(Cl)c4)CC3)cc2nc1CC
→ i	i	7	i	2	i	i	i	-0.6	i	i
COC(=O)c1ccc(-n2cnc(Cl)n2)c(F)c1
→ i	i	-9	i	-6	i	i	i	0.3	i	i
CCOC(=O)C1=C(O)/C(=C/N(C)C)N=C1C
→ i	i	0	i	2	i	i	i	-0.2	i	i
COC(=O)c1ccccc1NC(=O)CN1CCN(C23CC4CC(CC(C4)C2)C3)CC1
→ -8*	i	9	20*	-1	i	i	i	-0.5	i	i
CCSc1nnc(NC(=O)c2ccc(Br)s2)s1
→ i	i	3	i	-6	i	i	i	1.3	i	i
CCOc1ccc(CNC2CCCc3ccccc32)cc1 (centres undefined)
→ i	i	5	i	-5	i	i	i	0.2	i	i
CC1CCN(CCc2nc3cc(NC(=O)NC4CCCCC4)ccc3n2C)CC1
→ i	i	-2	i	-1	i	i	i	0.3	i	i
CC(C)Oc1ccc(S(=O)(=O)N(C(C)C)C(C)C)cn1
→ i	i	2	i	-19	i	i	i	-0.1	i	i
NC(=O)c1ccccc1OCC(=O)N1CCCc2ccccc21
→ i	i	-3	i	-1	i	i	i	-0.4	i	i
Cc1nn(Cc2ccccc2Cl)c(C)c1C(=O)NCc1ccco1
→ i	i	-5	i	0	i	i	i	-0.7	i	i
Cc1ccccc1OCC(O)CN1CCN(CC(O)COc2ccccc2C)CC1 (centres undefined)
→ i	i	-3	i	2	i	i	i	-0.5	i	i
CC(C)N(C(=O)c1nn(C)c2c1CSc1ccccc1-2)C1CCCCC1
→ i	i	-5	i	2	i	i	i	2.4	i	15*
C1=C(c2ccccc2)Nc2nnnn2C1c1cccs1 (centres undefined)
→ i	i	0	i	-6	i	i	i	0.6	i	i
CC1SCC(NC(=O)c2ccc(Cl)cc2)CS1 (centres undefined)
→ i	i	-2	i	0	i	i	i	2.0	i	i
CCOc1cc(/C=N/NC(=O)C(OC)c2ccccc2)ccc1O (centres undefined)
→ i	i	-3	i	0	i	i	i	0.0	i	i
Cc1nn(C)c(C)c1NC(=O)c1cnn2c(C(F)F)cc(-c3ccccc3)nc12
→ i	i	3	i	-5	i	i	i	-0.8	i	i
CC1(C)NC(C)(C)C(O)(C(N)=O)C1=O (centres undefined)
→ i	i	0	i	-3	i	i	i	-0.2	i	i
COc1ccc(/C=C2\SC(N3CCCCC3)=NC2=O)cc1
→ i	i	-6	i	-6	i	i	i	-23	i	i
O=C(Nc1ncccc1O)c1ccc(Oc2ccccc2)cc1
→ i	i	8	i	3	i	i	i	2.6	i	i
CCN(CC)CCn1c(N)nc2ccccc21
→ i	i	-2	i	1	i	i	i	-0.4	i	i
CCc1nc2cccnc2n1-c1ccc(C(=O)O)cc1
→ i	i	-1	i	0	i	i	i	1.1	i	i
c1ccc(C(c2ccccc2)c2noc(CN3CCN(C4CCCC4)CC3)n2)cc1
→ i	-5.2*	2	i	2	i	i	i	-0.4	i	i
COc1ccc(N2CCCC2)c(NC(=O)c2ccc([N+](=O)[O-])o2)c1
→ i	i	2	i	-27	i	i	i	1.0	i	i
COc1ccccc1-n1nnnc1SCC(=O)N(CC(C)C)C1CCS(=O)(=O)C1 (centres undefined)
→ i	i	-2	i	0	i	i	i	0.5	i	i
NS(=O)(=O)c1ccc(NC(=S)Nc2ccc(OCc3ccccc3)cc2)cc1
→ i	i	-1	i	4	i	i	i	0.7	i	i
CC1C(=O)Nc2ccccc2N1C(=O)C1CC1 (centres undefined)
→ i	i	-3	i	-17	i	i	i	-0.3	i	i
CCOc1ccc(NC(=O)c2ccncc2)cc1
→ i	i	-12	i	-2	i	i	i	0.1	i	i
CCN(CC)S(=O)(=O)c1ccc2c(c1)NC(=O)C1CCCN21 (centres undefined)
→ i	i	0	i	-1	i	i	i	0.1	i	i
Clc1ccc(Cl)c(-c2nn3c(COc4ccccc4)nnc3s2)c1
→ i	i	3	i	4	i	i	i	-0.1	i	i
CCCCN(C)CCCNC(=O)c1cccc(N2CCCC2=O)c1
→ i	i	-2	i	1	i	i	i	0.1	i	i
C=CCc1cc(C)ccc1OCCOCCC(C(=O)OCC)C(=O)OCC
→ i	i	-3	i	1	i	i	i	-0.7	i	i
CCOC(=O)N1CCN(C(=O)c2ccc(NC(C)=O)cc2)CC1
→ i	i	-2	i	13	i	i	i	/	i	i
COc1cccc(NC(=O)CCP(C)(=O)O)c1
→ i	i	0	i	3	i	i	i	-0.1	i	i
Cc1ccc(C(C)C)cc1S(=O)(=O)Nc1cccnc1
→ i	i	-16	i	3	i	i	i	-9.3	i	i
COc1cccc(/C=C2\SC(=O)N(CCC(=O)NNC(=O)c3ccccc3Cl)C2=O)c1
→ i	i	-1	i	-9	i	i	i	0.5	i	i
COc1ccc(CC(=O)n2nc(-c3ccccc3)nc2NCc2ccco2)cc1
→ i	i	1	i	9	i	i	i	1.0	i	i
CCCC(=O)NC(c1ccco1)c1c(O)ccc2ccccc12 (centres undefined)
→ i	i	-9	i	-7	i	i	i	0.5	i	i
Cc1c(C(=O)N/N=C/c2cccs2)nc2ccccn12
→ i	i	0	i	-10	i	i	i	0.6	i	i
Cc1ccc(-c2n[nH]c(=O)c3ccccc23)cc1S(N)(=O)=O
→ i	i	-7	i	-8	i	i	i	-0.7	i	i
COc1ccc(CCn2c(=N)c(C(=O)NCC3CCCO3)cc3c(=O)n4ccccc4nc32)cc1OC (centres undefined)
→ i	i	1	i	?	i	i	i	1.6	i	i
Cc1c(NC(=O)c2cnc(Cl)c(Cl)c2)c(=O)n(-c2ccccc2)n1C
→ i	i	-14	i	-1	i	i	i	-29	i	i

(cont.)
Every second line gives: RGS4 pot	TRPC6 inh	SKKanGAS inh	TRPC6 act	Platelet DG rel	MrgX1 ag	MrgX1 antag	RGS4 block	HIF act	TRPC4 block	MrgX1 allo act
COc1ccc(N(C(=O)c2cccnc2)S(=O)(=O)c2ccc3c4c(cccc24)C(=O)N3C)cc1
→ i	i	16	i	12	i	i	i	-0.3	i	i
CC(NC(=O)c1cccs1)C(S)c1ccccc1 (centres undefined)
→ i	i	2	i	7	i	i	i	0.0	i	i
COc1ccc2c(c1)OC(O)(C(F)(F)F)CC2=O (centres undefined)
→ i	i	3	i	-3	i	i	i	-0.2	i	i
CC1C(=O)Nc2ccccc2N1C(=O)c1ccc(F)cc1F (centres undefined)
→ i	i	-2	i	17	i	i	i	-0.4	i	i
CC(C(=O)NCC1CCCO1)N(C(=O)c1snc(C(N)=O)c1N)c1ccccc1 (centres undefined)
→ i	i	2	i	0	i	i	i	-0.3	i	i
CC1CCCC(C)N1C(=O)COC(=O)CNC(=O)c1sc2ccccc2c1Cl (centres undefined)
→ i	i	11	i	?	i	i	i	-0.2	i	i
CC(c1ccccc1)N1C(=O)C2C3CCC(C3)C2C1=O (centres undefined)
→ i	i	1	i	2	i	i	i	-0.6	i	i

Rows are unselected; 6.1% or so of the library scored in one or more.
